Screening data (PubChem BioAssay)
M1 PAM parental = nonselective calcium activators in parental CHO-K1 cells, primary screen, counter-screen for M1 PAM project, cell-based, Fluo-8 calcium fluorescence, full deck, 1536-well. activation, % at 3 µM. 0.02% of 360,000 active. ATP EC20; 0% at ATP EC20, 100% at ATP max. AID 602247, 2012;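 active = activation above the run cutoff, the mean activation of all test compounds plus 3 SD, cut at about 40% in these data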;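 note: peak over basal fluorescence ratio in a 140 s read after ATP addition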
TAAR1 ag = human TAAR1 agonists, primary screen, Fluo-8 calcium fluorescence, CHO RD-HGA16 cells. Trace amine-associated receptor 1 (Homo sapiens), Q96RJ0. vehicle wells 0%, saturating PEA agonist 100%. activation, % at 3 µM. 0.99% of 360,000 active;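 active = activation above the mean activation of all test compounds in the run plus 3 SD, cut at about 38% in these data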
Target sequence (Q96RJ0 whole entry, looked up): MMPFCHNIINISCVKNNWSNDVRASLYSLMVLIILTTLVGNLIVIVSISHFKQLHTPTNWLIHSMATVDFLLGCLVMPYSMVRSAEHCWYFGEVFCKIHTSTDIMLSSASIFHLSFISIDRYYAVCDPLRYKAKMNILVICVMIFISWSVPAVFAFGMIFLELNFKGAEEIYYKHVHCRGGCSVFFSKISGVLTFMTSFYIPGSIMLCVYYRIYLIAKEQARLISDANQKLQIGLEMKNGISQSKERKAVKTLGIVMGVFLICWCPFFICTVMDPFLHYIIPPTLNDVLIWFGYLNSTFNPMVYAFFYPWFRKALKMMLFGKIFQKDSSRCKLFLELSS
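Signal – calcium-sensitive Fluo-8 signal, excitation 470-495, emission 515-575 nm · System – RD-HGA16 (CHO) cells co-expressing Gα16 and hTAAR1 · Incubation – 17-24 h seeding, 75 min 37 °C dye, 30 min RT · Compound dosing – 3 µM single concentration · Repeats – no replicates (n 1)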
OXTR potentiator = human OXTR potentiators, primary screen, fluorescence, CHO-OTR cells, Fluo-8 calcium | activation, % at 3 µM | 0.061% of 320,000 active | AID 2445, 2010 | Fluo-8 calcium fluorescence, potentiator mode; 0% = oxytocin EC15, 100% = EC100 | Oxytocin receptor (Homo sapiens), P30559;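 active = activation above that plate's cutoff, the mean activation of tested compounds plus 3 SD, cut at about 6.6% in these data, passing the limit was not always enough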;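 note: 100% uses oxytocin at 75 nM as the full agonist control; some results filed as inactive read as strong as hits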
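Assay system: CHO cell line stably expressing human OTR | Also added: Oxytocin at about EC15, sub-maximal agonist stimulus | Times: Compound 6 min at room temperature before oxytocin, 100 s read | Measured by: Fluo-8 intracellular calcium fluorescence, ex 470-495, em 515-575 nm | Controls: EC15 oxytocin alone as 0%, 75 nM oxytocin as 100%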
CHO-K1 Ca antag = M1 antagonist counterscreen hit in parental CHO-K1 cells; ATP-induced calcium, Fluo-8 fluorescence; inhibition, % at 3 µM; 0.6% of 360,000 active; AID 602250;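 active = inhibition above a per-plate cutoff, the plate's mean sample inhibition plus 3 SD, cut at about 24% in these data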;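 note: 0% = DMSO plus EC80 ATP and 100% = DMSO alone without ATP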
TAAR1 antagonist = human TAAR1 antagonists, primary screen, Fluo-8 calcium fluorescence, CHO RD-HGA16 cells. Trace amine-associated receptor 1 (Homo sapiens), Q96RJ0. 1.5% of 360,000 active. inhibition, % at 3 µM. AID 624466, 2012. antagonist;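 active = inhibition above a per-plate cutoff, the mean inhibition of test compounds on that plate plus 3 SD, cut at about 49% in these data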;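 note: 0% = DMSO plus EC80 beta-PEA response and 100% = DMSO alone without agonist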
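Material: CHO RD-HGA16 cells bearing hTAAR1; compound dosing: one-point dosing, 3 µM nominal final; schedule: dye loading 75 min at 37 °C, then 30 min room temperature; measured by: calcium fluorescence with Fluo-8; control set: vehicle and agonist controls; replication: n of 1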
CHRM1 antagonist = human M1 muscarinic receptor antagonists, primary screen, CHO-K1 cells, Fluo-8 calcium fluorescence, 1536-well. CHO-K1 hM1, ACh EC80 antagonist. inhibition, % at 3 µM. 1.3% of 360,000 active. AID 588852, 2011;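 active = percent inhibition above its own plate's cutoff, namely the mean of that plate's compound wells plus 3 SD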;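 note: peak over basal fluorescence ratio during 140 s after agonist addition; 0% = ACh EC80 plus DMSO and 100% = DMSO alone without agonist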
Target sequence (P11229 whole entry, looked up): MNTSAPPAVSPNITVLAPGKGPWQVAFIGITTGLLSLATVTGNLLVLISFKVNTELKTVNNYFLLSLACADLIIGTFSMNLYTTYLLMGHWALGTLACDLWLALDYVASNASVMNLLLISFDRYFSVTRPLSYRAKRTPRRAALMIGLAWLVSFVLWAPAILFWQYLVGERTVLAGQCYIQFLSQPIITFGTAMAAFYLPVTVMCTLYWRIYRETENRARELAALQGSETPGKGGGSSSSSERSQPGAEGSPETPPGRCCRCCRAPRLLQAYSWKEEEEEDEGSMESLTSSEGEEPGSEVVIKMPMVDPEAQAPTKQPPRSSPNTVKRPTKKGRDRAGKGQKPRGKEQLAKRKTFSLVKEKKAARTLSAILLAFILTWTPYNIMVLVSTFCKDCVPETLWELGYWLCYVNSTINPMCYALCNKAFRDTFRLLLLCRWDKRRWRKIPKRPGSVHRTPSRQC
CHO parental Ca = ATP-evoked calcium signal inhibitors, parental CHO, primary screen, counter-screen for OX1R antagonist project, cell-based, fluorescence, Fluo-8 calcium dye; parental CHO-K1, ATP-induced calcium, Fluo-8 fluorescence; inhibition, % at 5.6 µM; 0.63% of 330,000 active; AID 463079, 2010;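 active = inhibition above that plate's mean sample inhibition plus 3 SD, cut at about 26% in these data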;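 note: 0% = ATP-challenged DMSO wells and 100% = DMSO wells without ATP; some compounds past the cut are filed as inactive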
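Assay system – parental CHO cells · Reagent – ATP stimulus · Detection – intracellular calcium via Fluo-8 no-wash fluorescent dye · Evaluation – percent inhibition of ATP-evoked calcium rise, normalized to controls · Controls – ATP wells versus no-ATP DMSO wells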
M1 ag parental = counter-screen for M1 agonists: effect in parental CHO-K1 cells | Fluo-8 calcium fluorescence; scaled to maximal ATP response, vehicle zero | activation, % at 3 µM | 0.48% of 360,000 active | AID 602248, 2012; in the data active = activation above about 15%;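 note: untransfected CHO-K1 host cells lacking M1 receptor as counterscreen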
M1 ag = human M1 muscarinic receptor agonists, primary screen, Fluo-8 calcium fluorescence, CHO-K1 cells, HTS. Muscarinic acetylcholine receptor M1 (Homo sapiens), P11229. CHO-K1 hM1, agonist mode; 0% DMSO, 100% acetylcholine EC100. activation, % at 3 µM. 0.33% of 360,000 active. AID 588814, 2011;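 active = activation above the run's mean compound activation plus 3 SD, cut at about 16% in these data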;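 note: peak over basal fluorescence ratio within a 140 s kinetic read after compound addition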
An asterisk follows results filed as active; / = not tested or not shown. Compounds were not picked by outcome; any-hit rate near 4.2%.

nr	molecule	CHO parental Ca	OXTR potentiator	M1 PAM parental	TAAR1 antagonist	M1 ag	M1 ag parental	CHRM1 antagonist	CHO-K1 Ca antag	TAAR1 ag
1	CCCCCN(C(=O)CCC(=O)OCC(=O)N(C)Cc1ccc(C)cc1)c1c(N)n(CCCC)c(=O)[nH]c1=O	-4	-2	-25	-16	-4	-0.7	0	22	3
2	CCOc1ccc(-c2nnc(SCC(=O)N3CCN(c4ccccc4)CC3)o2)cc1	-3	-6	10	-10	-2	0.3	-4	-2	0
3	COc1ccccc1CNC(=O)CCNS(=O)(=O)c1ccc2c(c1)oc(=O)n2C	-17	-3	5	-3	-2	0.6	-1	-10	1
4	O=C(O)CCN1C(=O)C2C3CC(C2C1=O)C1C(c2ccccc2)c2sc(=O)n(-c4ccccc4)c2SC31 (stereo not given)	0	-5	7	2	0	-0.4	-6	-1	1
5	COc1ccc(C(=O)Nc2cccc(NC(=O)c3cccs3)c2)cc1OC	-13	-12	16	62*	-3	6.2	-7	-5	16
6	Cc1ccc(C(=O)NC(=S)NNC(=O)c2ccc([N+](=O)[O-])cc2)cc1	-5	-7	16	-14	2	0.4	5	-9	29
7	NS(=O)(=O)c1ccc(NC(=O)c2ccc(S(=O)(=O)N3CCOCC3)o2)cc1	-5	-3	2	-20	-9	1.2	-9	2	0
8	c1cn2cc(-c3ccc4c(c3)OCO4)nc2s1	-14	-2	13	-8	-4	0.4	0	-2	9
9	Nc1nonc1-n1nnc(C(=O)N/N=C/c2ccccc2)c1CN1CCc2ccccc21	-11	-11	1	-17	-1	-0.6	-18	8	1
10	O=C(c1ccc2c(c1)OCO2)N(c1ccc(Cl)cc1)C1C=CS(=O)(=O)C1 (stereo not given)	-4	-2	5	-24	-5	0.2	-6	-20	3
11	COc1ccc(-c2noc(CN(C)C(=O)CCCN3C(=O)[C@H]4CC=CC[C@H]4C3=O)n2)cc1	/	/	0	5	3	4.8	-14	-4	4
12	CC1(C)Cc2c(sc3c2C(=O)N(c2ccccc2)C2=NCCN23)CS1	-10	-5	4	-13	-3	-0.1	-4	-8	-3
13	Clc1ccc(-c2nnc(NCc3ccccc3)c3ccccc23)cc1	-31	-3	15	9	-6	-0.3	3	-8	-1
14	CCOC(=O)C1=C(C)NC(=O)NC1c1cccs1 (stereo not given)	-10	-3	22	-14	-9	0.3	0	-1	8
15	Cc1cc(C)cc(C(=O)N2CCCCC2)c1	/	/	8	-11	-4	-0.8	-8	-9	2
16	CCCCn1c(N)c(NCc2ccccc2OC)c(=O)[nH]c1=O	-4	-2	23	-2	-7	1.0	-7	-16	10
17	CC(C)N(C)CCOC(=O)c1ccccc1Br	-15	-11	13	-4	-8	0.6	25	-11	-1
18	O=C1NC(=O)C2(COC(c3cccc([N+](=O)[O-])c3)OC2)S1 (stereo not given)	-5	-17	24	-17	-10	2.0	-7	-8	4
19	COc1ccccc1NC(=O)C1CC(=O)OC1c1ccccc1 (stereo not given)	-7	-8	7	1	-4	0.2	-11	9	17
20	COc1cccc(-c2c(NC(=O)c3ccco3)oc3ccc(Cl)cc3c2=O)c1	-24	-2	20	-40	-2	0.5	-8	-3	1
21	CC1CC(C)CN(S(=O)(=O)c2ccc(Cl)cc2)C1 (stereo not given)	6	-5	-1	-18	-5	-0.1	-14	6	1
22	COCCCNc1ccn2nc(-c3ccc(CC(C)C)cc3)cc2n1	/	/	-2	19	3	4.2	-3	2	6
23	Cc1ccc(S(=O)(=O)NC(=O)C2(C)CCN2C(=O)Cc2ccc(C(C)(C)C)cc2)nc1 (stereo not given)	/	/	16	-8	-3	0.7	-10	-11	3
24	O=C(CCN1CCCCO1)N1CCCC(N2CCN(c3ccc(F)cc3)CC2)C1 (stereo not given)	-13	-5	18	-4	-5	-0.2	-7	-1	3
25	Cc1cccc(NC(=O)/C=C/c2ccc3c(c2)OCO3)n1	-17	2	-12	1	-3	0.1	-4	20	2
26	O=c1[nH]c(=O)n(C2CCCO2)cc1Br (stereo not given)	4	-14	12	7	-3	0.7	-2	-7	16
27	Cn1c(-c2ccccc2)cc(=O)cc1-c1ccccc1	/	/	15	-6	-9	0.4	-2	-8	0
28	Cc1nonc1NC(=O)CSc1nc2ccccc2cc1C#N	-3	-8	20	-22	-5	1.6	-5	-10	5
29	C=C(C)C(=O)Nc1cccc(C2=NOC3(C2)C[C@H](C(N)=O)N(C(=O)CC)C3)c1 (stereo not given in full)	1	-11	2	/	-3	0.0	1	-8	/
30	CCN(CC)C(=O)COc1ccc2oc(-c3ccco3)cc(=O)c2c1	-20	-2	7	8	-6	1.5	-8	8	5

Some of the entries so far, with two lines to a compound.
Fields: CHO parental Ca	OXTR potentiator	M1 PAM parental	TAAR1 antagonist	M1 ag	M1 ag parental	CHRM1 antagonist	CHO-K1 Ca antag	TAAR1 ag
[1] CCCCCN(C(=O)CCC(=O)OCC(=O)N(C)Cc1ccc(C)cc1)c1c(N)n(CCCC)c(=O)[nH]c1=O
    -4	-2	-25	-16	-4	-0.7	0	22	3
[2] CCOc1ccc(-c2nnc(SCC(=O)N3CCN(c4ccccc4)CC3)o2)cc1
    -3	-6	10	-10	-2	0.3	-4	-2	0
[3] COc1ccccc1CNC(=O)CCNS(=O)(=O)c1ccc2c(c1)oc(=O)n2C
    -17	-3	5	-3	-2	0.6	-1	-10	1
[4] O=C(O)CCN1C(=O)C2C3CC(C2C1=O)C1C(c2ccccc2)c2sc(=O)n(-c4ccccc4)c2SC31 (stereo not given)
    0	-5	7	2	0	-0.4	-6	-1	1
[5] COc1ccc(C(=O)Nc2cccc(NC(=O)c3cccs3)c2)cc1OC
    -13	-12	16	62*	-3	6.2	-7	-5	16
[6] Cc1ccc(C(=O)NC(=S)NNC(=O)c2ccc([N+](=O)[O-])cc2)cc1
    -5	-7	16	-14	2	0.4	5	-9	29
[7] NS(=O)(=O)c1ccc(NC(=O)c2ccc(S(=O)(=O)N3CCOCC3)o2)cc1
    -5	-3	2	-20	-9	1.2	-9	2	0
[8] c1cn2cc(-c3ccc4c(c3)OCO4)nc2s1
    -14	-2	13	-8	-4	0.4	0	-2	9

The listing continues.
nr	molecule	CHO parental Ca	OXTR potentiator	M1 PAM parental	TAAR1 antagonist	M1 ag	M1 ag parental	CHRM1 antagonist	CHO-K1 Ca antag	TAAR1 ag
31	O=C(/C=C/Nc1ccccc1OC(F)(F)F)C(F)(F)F	8	-4	-1	-9	-2	0.0	-5	-1	3
32	COc1ccc(-c2nn(CC(=O)Nc3ccc(Cl)c(Cl)c3)c(=O)c3ccccc23)cc1	-15	-10	-2	-12	0	0.5	7	1	0
33	CCOC(=O)c1nnn(CC(=O)Nc2ccccc2)c1C(=O)OCC	-14	-5	21	-15	-5	0.5	-5	-3	6
34	C/C(=N\N=C(N)N)c1ccc(Cl)cc1	10	-1	19	1	-7	1.8	-3	0	2
35	COC(=O)c1ccc(C(=O)Nc2ccc3c(c2)C(=O)NC3=O)cc1	-8	-6	27	-25	2	0.1	-27	-15	3
36	O=C1c2ccccc2C(=O)N1CCCCSc1nnc2ccccn12	-26	-4	-4	-11	-5	0.6	-5	5	-2
37	CC(C)C(c1nnnn1CCc1ccccc1)N1CCN(C(=O)c2ccco2)CC1 (stereo not given)	/	/	12	-4	-5	0.5	-30	-10	16
38	COc1ccc2[nH]c(C(=O)Nc3ccc4c(c3)OCO4)cc2c1	-15	-11	-1	-1	0	4.6	-3	-2	5
39	COc1cc(NC(=O)COC(C)=O)cc(OC)c1OC	-5	-6	-10	-4	-6	-0.1	-2	-6	3
40	COc1ccc(C(=O)N2CCN(c3ccccc3)CC2)cc1S(=O)(=O)N1CCCC1	0	-11	-2	-1	-1	2.5	-18	-1	1
41	CCOc1ccc(C(=O)NC(=S)Nc2ncccc2C)cc1[N+](=O)[O-]	-7	-8	-7	-4	-4	0.7	-2	11	1
42	CCN1CCc2c(sc(NC(=O)CN3C(=O)c4ccccc4C3=O)c2C(N)=O)C1	-4	-5	4	0	-6	-0.2	-3	-8	1
43	Cc1ccccc1NC(=O)CN1C(=O)CSc2ccc(S(=O)(=O)N3CCCCC3)cc21	-7	-8	23	-9	-5	1.4	-10	-12	1
44	COC(=O)c1c(C)[nH]c(C(=O)OCc2ccc(F)cc2)c1C	-29	-7	21	10	-4	1.2	-36	-13	8
45	CCOC(=O)C1C(c2ccc(O)c(OC)c2)NC(=O)NC1(O)C(F)(F)F (stereo not given)	-5	-13	6	-16	-2	0.3	-3	-2	1
46	CCN1CCN(C(=O)NC2CCCCC2)CC1	1	10	23	6	-7	0.2	-10	-7	4
47	COc1cccc(/C=N/NC(=O)c2nnn(-c3nonc3N)c2CN(C)c2ccccc2)c1	9	-11	15	20	-1	1.3	-6	-4	4
